GalR3 antagonist = human GalR3 antagonism | O60755 | HEK293 GalR3-CNG cAMP membrane potential fluorescence; galR3 body fused to GalR1 C-terminus | inhibition, % at 3 µM | actives 0.44% (n = 360,000) | AID 651719;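 active = inhibition above the screen-wide average plus 3 SD, cut at about 13% in these data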;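 also: forskolin and galanin both at EC90 stimulate the cells; cAMP rise reported by CNG channel membrane potential dye signal; 0% = forskolin plus galanin with DMSO and 100% = forskolin alone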
Target sequence (O60755 1-299 limits assumed): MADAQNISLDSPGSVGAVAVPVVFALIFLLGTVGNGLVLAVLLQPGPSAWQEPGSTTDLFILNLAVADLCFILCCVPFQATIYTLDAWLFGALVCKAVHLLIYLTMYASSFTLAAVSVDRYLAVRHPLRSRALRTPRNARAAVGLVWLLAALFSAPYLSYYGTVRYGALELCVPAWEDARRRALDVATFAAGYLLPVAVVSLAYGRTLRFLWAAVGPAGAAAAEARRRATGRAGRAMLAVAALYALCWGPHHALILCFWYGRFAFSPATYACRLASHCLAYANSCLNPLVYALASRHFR
CRFR2-BP ag = agonists of human CRF-binding protein/CRF-R2 receptor complex | HEK293 CRF-R2/CRF-BP, calcium dye fluorescence (FLIPR); percent of saturating CRF peptide response | activation, % at 13.2 µM | actives 0.46% (n = 350,000);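 active = activation of at least 50%, plus an integration ratio under a set limit after plate pattern correction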;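 also: plate controls were neutral control wells without compound for no effect and CRF at EC100 for full effect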
CRFBP-R2 block = antagonists of CRF-binding protein/CRF-R2 receptor complex. AID 588475. inhibition, % at 11.8 µM. HEK293 CRF-R2/CRF-BP, CRF-induced calcium fluorescence. actives 0.59% (n = 350,000);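 active = inhibition of the ligand-induced calcium signal above about 50% at the single tested concentration, limit read from the data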
MEKK2wt PB1 HTS = raises or lowers MEK5 binding to wildtype human MEKK2 PB1 domain | Q9Y2U5 | bead flow cytometry, Alexa488-MEK5 binding to MEKK2 WT; actives lie on both sides | binding response (% of control), % at 10 µM | actives 1.1% (n = 290,000); in the data active = binding response below about 67% or above about 130%
SUMO HTRF inh = blocks human SUMOylation mediated by UBC9; P63279; HTRF SUMOylation assay, SAE1/SAE2 + UBC9, in vitro; inhibition, % at 35 µM; actives 0.36% (n = 290,000); AID 2006; in the data active = inhibition above about 50%, passing the limit was not always enough; also: strong numbers were not always called active
Target sequence (P63279 whole entry, looked up): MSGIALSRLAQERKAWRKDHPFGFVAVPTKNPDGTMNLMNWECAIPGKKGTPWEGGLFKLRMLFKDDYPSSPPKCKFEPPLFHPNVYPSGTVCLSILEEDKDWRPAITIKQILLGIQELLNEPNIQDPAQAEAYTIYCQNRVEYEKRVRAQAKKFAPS
FID counter = counter-screen for HCV NS3 helicase inhibitors: DNA intercalator displacement; actives 0.17% (n = 290,000); inhibition, % at 7.9 µM; AID 1845; DNA fluorescent intercalator displacement, fluorescence; in the data active = inhibition above about 37%;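 also: 0% = vehicle and 100% = reference compound; higher means more ethidium bromide displaced from hairpin DNA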
MEKK3 PB1 HTS = raises or lowers MEK5 binding to the human MEKK3 PB1 domain | binding response (% of control), % at 10 µM | Q99759 | bead-based flow cytometry, Alexa488-MEK5 binding to MEKK3; actives lie on both sides; 0 = blocked by unlabeled MEK5, 100 = vehicle | actives 1.4% (n = 290,000);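 active = binding response more than 3 SD above or below the average of its plate-row segment, actives on both sides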;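 also: Alexa488 bead fluorescence after subtracting the streptavidin-only scavenger bead signal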
MEKK2mut PB1 HTS = signal of MEK5 binding to mutant human MEKK2 PB1 domain | bead flow cytometry, Alexa488-MEK5 binding to MEKK2 mutant | percent response, % at 10 µM | actives 0.35% (n = 290,000); in the data active = percent response above about 24%, passing the limit was not always enough; also: inactives centre near 1; some results filed as inactive read as strong as hits
HCV NS3 hel inh = blocks Hepatitis C virus NS3 helicase unwinding; inhibition, % at 10.9 µM; actives 0.56% (n = 290,000); AID 1800; NS3 helicase DNA unwinding, Cy5 molecular beacon fluorescence;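 active = inhibition above the mean of all tested compounds plus 3 SD, set per campaign, cut at about 35% in these data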;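 also: 0% = DMSO wells and 100% = thioflavine S control wells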
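test system = hepatitis C virus NS3 helicase domain fragment enzyme | reagent = annealed dual-labelled DNA beacon duplex, ATP-started | times = 1 h at 25 °C | detection = Cy5 fluorescence, 0 and 60 min reads | read-out basis = percent inhibition from t60/t0 fluorescence ratio | control set = DMSO and thioflavine S | replication = one well per compound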
* marks the source's active call; other numbers are inactive results; · = no result given. The list is partial. The share of hits here may be higher or lower than overall.

Structure	GalR3 antagonist	CRFR2-BP ag	CRFBP-R2 block	MEKK2wt PB1 HTS	SUMO HTRF inh	FID counter	MEKK3 PB1 HTS	MEKK2mut PB1 HTS	HCV NS3 hel inh
CCN(C1CCCCC1)S(=O)(=O)c1ccc(S(=O)(=O)N(CC(=O)Nc2ccccc2)C2CC2)cc1	-7	12	-9	109	-2	5	100	3	14
CCCS(=O)(=O)N1CCN(c2ccccc2F)CC1	-1	2.2	-10	97	16	-2	97	-15	4
COCCCn1c(CCC(=O)O)ccc1-c1ccc(F)cc1	-1	1.6	-3	114	-1	-19	111	12	12
O=C(Nc1cccc(F)c1)c1ccc(Cn2cc([N+](=O)[O-])cn2)o1	-1	-4.9	0	93	8	0	102	-7	10
COc1ccc(OC)c(NC(=O)/C=C/c2ccccc2[N+](=O)[O-])c1	-3	-0.9	-5	103	12	-3	99	0	-3
O=C(Nn1c(=O)[nH]c2ccccc2c1=O)c1ccco1	-3	-0.2	4	98	2	-3	101	-3	1
CC(=O)N1CCc2cc(S(=O)(=O)CCC(=O)NCCc3ccc(C)cc3)ccc21	0	-2.1	-2	96	-2	-16	95	-6	-5
CC1CN(C(=S)SCC(=O)c2ccc(Cl)cc2)CC(C)O1 (stereo unspecified)	-4	-2.3	12	95	-2	-13	95	5	-8
COc1ccc(C2Oc3ccccc3N2C(C)=O)cc1 (stereo unspecified)	-6	-2.9	8	102	-21	1	101	0	2
Nc1n[nH]c(N)c1N=Nc1ccccc1	-3	0.6	-12	95	4	-5	96	-7	-14
COC(=O)c1ccc(Cn2nnc3c(=O)[nH]c(C4CCCN(S(=O)(=O)c5ccccc5)C4)nc32)cc1 (stereo unspecified)	-6	0.0	21	100	12	-20	100	3	7
COc1ccccc1C(=O)NC(CCSC)C(=O)NNC(=O)c1ccc(F)cc1 (stereo unspecified)	-2	-0.4	-26	111	2	-16	111	9	2
Cc1sc2ncnc(NCC3(N4CCOCC4)CCCCC3)c2c1C	12	-0.1	-7	98	-6	-5	102	-1	-1
COc1cccc(CNC(=O)CN2C(=O)COc3ccc(S(=O)(=O)N4CCCC4)cc32)c1	3	0.0	2	102	-1	-20	101	4	0
COc1ccc(S(=O)(=O)n2cnc(C)c2)cc1	-5	-1.0	-1	97	7	8	90	-4	10
COc1ccc(CCNC(=O)c2ccc(S(=O)(=O)N(C)c3ccccc3)cc2)cc1OC	-10	-0.7	-12	105	-1	-45	103	1	-4
O=C(N/N=C1/CCCc2ccccc21)C(c1ccccc1)c1ccccc1	-7	3.5	-32	100	16	-4	102	2	1
COc1ccc(CCC2CCNCC2)cc1	-10	0.6	-2	104	8	-1	100	0	0
OC(COc1ccccc1)CN1CCOCC1 (stereo unspecified)	-3	-2.6	24	99	-3	-1	97	4	-3
Cc1cc(NC(=O)c2cccc(Oc3ccccc3)c2)n[nH]1	-7	0.0	-1	102	11	-9	105	-2	9
O=S(=O)(NCc1ccco1)c1ccc2c(c1)Cc1ccccc1-2	-8	-0.4	-5	100	6	-2	101	0	14
O=C(CCCCCn1c(=S)[nH]c2cc3c(cc2c1=O)OCO3)NCCc1ccccc1	0	-1.1	2	101	10	-27	99	1	-1
COc1cccc(CNC(=O)c2nnn(CC(=O)Nc3c(C)cccc3C)c2N)c1	-7	-1.4	1	97	8	-14	100	2	-10
N#C/C(=C(/O)c1ccc(F)cc1)c1nc2ccccc2s1	-8	29	39	89	13	-2	102	-7	10
CCN1CCN(c2ncc(C(=O)N3CCN(c4ccccc4OC)CC3)c3ccccc23)CC1	-1	-1.5	34	·	·	14	·	·	-16
O=C(NCCCN1CCOCC1)c1ccco1	1	0.2	-15	102	-26	-2	100	5	-4
Cc1ccc(C)n1-c1cccc(C(=O)Nc2ccccc2)c1	-3	0.8	-3	94	3	-7	89	-8	11
CCOc1ccc(Nc2nc(Cl)nc(NCCO)n2)cc1	3	1.4	-9	104	4	-5	131*	0	11
COc1ccc(CC(=O)Nc2ccc3c(c2)OCO3)cc1S(=O)(=O)N1CCOCC1	-1	0.8	-5	109	6	-11	112	6	5
COc1ccc(-c2cc3cc(OC)c(OC)cc3c(C)n2)cc1	-3	-0.6	20	88	25	0	88	3	7
COc1ccc2nc(N3CCC(O)CC3)c(C#N)cc2c1	-4	52*	7	110	40	-4	107	9	6
CSCC(=O)Nc1ccc(F)c(Cl)c1	6	-0.4	-12	111	1	-3	102	9	-3
CCCCn1c(NC(=O)c2ccc(Br)o2)c(S(=O)(=O)c2ccccc2)c2nc3ccccc3nc21	-8	17	78*	92	·	2	97	1	4
Cc1oc(-c2ccc(F)cc2)cc1-c1nn2c(-c3ccoc3C)nnc2s1	-3	-0.9	-9	105	57	·	102	3	·
Cc1nc2c(-c3ccc(F)cc3)c(C)nn2c(C)c1CCC(=O)N1CCOCC1	0	-1.7	11	105	-6	-27	100	-2	6
Cc1ccc(-n2c(Cc3cccs3)nnc2SCC(=O)OC(C)C)cc1	-5	0.1	13	97	13	-34	100	-4	-9
Cc1cc2occ(CC(=O)Nc3nccs3)c2cc1C(C)C	-7	-0.9	-40	99	-4	-15	102	6	-6
O=C(CCCn1c(=O)c2sccc2n(CC(=O)NCc2ccco2)c1=O)NCc1ccco1	-5	1.7	21	104	4	-14	110	6	6
CCCCN(CCCC)C(=O)C[n+]1cccc(/C=N/O)c1	-5	-0.3	-3	96	-7	-5	103	-6	1
COc1ccc(NC(=O)Nc2cc3oc4ccccc4c3cc2OC)cc1	1	-0.8	-20	·	-7	3	·	·	-3
COC(=O)[C@H](CC(C)C)NS(=O)(=O)c1ccccc1	-11	-0.6	4	104	3	-5	102	3	1
CC1=NN(c2ccccc2)C(=O)C1N=Nc1ccc(N)cc1 (stereo unspecified)	-3	-1.1	21	89	26	-1	101	2	3
O=C(CCC(=O)N(CC(=O)NC1CCCC1)C1CCCCC1)Nc1ccccn1	-4	2.2	-20	80	8	-26	93	-15	5
Cc1ccc(S(=O)(=O)N(C)CC(=O)N2CCN(Cc3ccc4c(c3)OCO4)CC2)cc1	-7	-1.8	-3	101	2	-31	101	-3	-17
O=C(COC(=O)c1ccc(F)cc1)NCCCc1ccccc1	-11	-0.6	0	105	11	-22	100	2	-8
COc1ccc(CN2CCN(CC=C(C)C)C(CCO)C2)cc1Cn1cncn1 (stereo unspecified)	9	-3.4	6	111	13	-5	119	-1	8
Cc1ccc(O)c(C(=O)c2cnn(C(=O)COc3ccccc3C#N)c2)c1	·	·	·	91	25	-1	90	-19	2
CN1CCN(CCC(=O)Nc2ccccc2)CC1	-5	-0.2	5	91	18	-1	91	10	0
CC(OC(=O)C1=COCCO1)C(=O)Nc1cccc(S(=O)(=O)N2CCOCC2)c1 (stereo unspecified)	-8	0.8	-7	101	2	0	101	9	-4
O=C(CN1CCN(Cc2ccccc2)CC1)Nc1cccc(S(=O)(=O)N2CCCCCC2)c1	5	-0.6	-3	102	10	20	99	-1	-30

Arranged by number of heavy atoms (ascending): 3 of the compounds above
Structure	GalR3 antagonist	CRFR2-BP ag	CRFBP-R2 block	MEKK2wt PB1 HTS	SUMO HTRF inh	FID counter	MEKK3 PB1 HTS	MEKK2mut PB1 HTS	HCV NS3 hel inh
COc1ccc(-c2cc3cc(OC)c(OC)cc3c(C)n2)cc1	-3	-0.6	20	88	25	0	88	3	7
COc1ccc(NC(=O)Nc2cc3oc4ccccc4c3cc2OC)cc1	1	-0.8	-20	·	-7	3	·	·	-3
COc1ccc(CN2CCN(CC=C(C)C)C(CCO)C2)cc1Cn1cncn1 (stereo unspecified)	9	-3.4	6	111	13	-5	119	-1	8

New compounds follow
Structure	GalR3 antagonist	CRFR2-BP ag	CRFBP-R2 block	MEKK2wt PB1 HTS	SUMO HTRF inh	FID counter	MEKK3 PB1 HTS	MEKK2mut PB1 HTS	HCV NS3 hel inh
COC(=O)N/N=C/c1cn(CCOc2ccc(OC)cc2)c2ccccc12	-3	-0.9	-15	109	-8	-23	112	4	-12
N#CC1=C(N)OC2=C(C(=O)CCC2)C12CCN(C(=O)OCc1ccccc1)CC2	-3	-3.3	-1	109	8	·	114	-2	·
CC(=O)CSc1nc2cc3c(cc2cc1C#N)OCCO3	-6	38	-57	100	-17	1	100	3	6
CCCc1cc(=O)oc2cc(C)cc(OCC(=O)Nc3cccnc3)c12	-3	-0.3	-12	103	30	-25	101	2	-2
Cc1cccc(NC(=S)NNC(=O)c2csc(C)c2)c1	-6	-1.1	3	95	10	-14	92	-4	-8
O=C(O)CNC(=O)CC1S/C(=N/N=C2/NC(=O)CS2)NC1=O (stereo unspecified)	-3	2.0	4	105	11	-9	105	-1	2
COc1cc(OC)cc(C(=O)OCc2cc3ccccc3[nH]c2=O)c1	2	0.3	5	·	-66	-4	·	·	-2
Cc1ccc2[nH]c(O)c(N=Nc3nc4ccccc4s3)c2c1	-5	1.8	-7	99	-43	-2	101	5	-1
O=C(Cc1cccs1)N/N=C\c1ccc([N+](=O)[O-])s1	-5	-0.4	-6	99	41	3	100	1	12
Cc1cc(Cl)ccc1OC(C)C(=O)N1CCCN(C(=O)C(C)Oc2ccc(Cl)cc2C)CC1 (stereo unspecified)	-10	2.6	2	99	2	-25	103	8	-17
COc1ccc(/C(C)=N/N=C2/NC(=O)CC(C(=O)O)S2)cc1 (stereo unspecified)	7	-2.9	50	104	4	-2	94	-1	-6
CC(=O)Nc1sc2c(c1C(c1ccc(F)cc1)N1CCOCC1)CCCC2 (stereo unspecified)	-3	-1.3	24	106	19	-32	105	6	-4
CCCCC(=O)NC1(C(F)(F)F)NC(=O)N(Cc2ccccc2)C1=O (stereo unspecified)	-7	-2.1	2	102	-11	-12	106	-1	6
COc1ccc(CN2CCN(S(=O)(=O)c3ccc(F)cc3)CC2)c(OC)c1OC	-4	1.2	-17	96	12	-6	102	-1	6
CN(C)CCNC(=O)/C=C/c1cn(-c2ccccc2)nc1-c1cc2ccccc2oc1=O	-3	-3.0	-6	93	11	5	102	-9	-39
Cc1cc(C)n(C(=O)c2ccc([N+](=O)[O-])cc2N)n1	-2	-2.3	1	80	8	2	88	-14	-20
COC(=O)c1cc(NC(=O)CC2SC(=Nc3ccccc3)N(CCc3c[nH]c4ccccc34)C2=O)cc(C(=O)OC)c1 (stereo unspecified)	-4	3.0	4	99	-16	-4	111	-1	10
COc1cc(C(=O)O/N=C(\N)c2ccc([N+](=O)[O-])cc2)cc(OC)c1OC	-4	-0.1	2	94	2	-2	93	-2	-14
O=C(COc1ccccc1Cl)N(Cc1ccco1)C1CCS(=O)(=O)C1 (stereo unspecified)	1	1.8	-10	101	14	-7	105	4	3
Oc1ccc2ccccc2c1CN1CCCC1	-4	45	-18	91	15	-3	94	-8	18
Cc1onc(C(=O)NN)c1C(=O)N1CCN(C(c2ccccc2)c2ccccc2)CC1	-3	-2.5	-10	88	-3	-26	90	-3	7
CCc1nn(-c2ccccc2)c(N)c1C#N	-4	0.4	3	107	1	2	108	3	5
Cc1ccnc(NC(=O)Cc2ccc(F)cc2)n1	-7	-1.8	11	87	11	-4	95	-4	-5
O=C(O)CCNS(=O)(=O)c1ccccc1Br	-7	1.3	4	59	11	12	63	-15	-4

High-throughput results: PubChem BioAssay, several laboratories
